Screening results deposited in PubChem BioAssay by The Scripps Research Institute Molecular Screening Center.
MBD2 inh – inhibitors of MBD2 binding to methylated DNA, primary screen, biochemical, TR-FRET, DNA-binding domain, human; Methyl-CpG-binding domain protein 2 (Homo sapiens), Q9UBB5; inhibition, % at 4.4 µM; 0.31% of 370,000 active; MBD2 binding to methylated oligonucleotide; in the data active = inhibition above about 13%
SIAE primary – human SIAE inhibitors, primary screen, biochemical, fluorescence polarization, FP-Rh probe, 1536-well HTS; SIAE FP-Rh probe binding; inhibition, % at 9.66 µM; 0.69% of 370,000 active; AID 1053197, 2014;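 active = inhibition above a cutoff: mean of compounds within the control limits plus 3 SD of those, cut at about 17% in these data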;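 note: 0% = plate median of compound wells and 100% = probe without SIAE protein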
DDE Tn7 FP inh – inhibitors of Tn7 peptide binding to fibrin DD(E), primary screen, biochemical, fluorescence polarization, human fibrin, Tn7 probe; FP displacement of FITC-Tn7 peptide from fibrin DD(E); 0% = median of compound wells per plate; Fibrinogen beta chain (Homo sapiens), P02675; 0.13% of 370,000 active; inhibition, % at 8.3 µM;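 active = inhibition above the mean of compounds falling within the control limits plus 3 SD of them, cut at about 14% in these data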;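 note: 0% = plate median of compound wells and 100% = 10 µM Aha-Tn7 peptide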
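Test system: human clot-derived fibrin DD(E) complex / Quantity: 2 µM final DD(E) protein / Incubation: 10 min plus 3 h, room temperature / Measured by: fluorescence polarization / Benchmarks: high control of 10 µM Aha-Tn7 peptide / Replicates: singlicate testing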
KLK7 zymogen act – proKLK7 zymogen activators, primary screen, biochemical, fluorescence intensity; purified proKLK7, EDANS-DABCYL substrate fluorescence; 100% is mature enzyme control, 0% vehicle; activation, % at 7 µM; 0.9% of 370,000 active; AID 652039, 2013;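 active = activation above the mean of all tested compounds plus 3 SD, computed per campaign excluding outliers beyond control limits, cut at about 13% in these data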
Target sequence (P49862 whole entry, looked up): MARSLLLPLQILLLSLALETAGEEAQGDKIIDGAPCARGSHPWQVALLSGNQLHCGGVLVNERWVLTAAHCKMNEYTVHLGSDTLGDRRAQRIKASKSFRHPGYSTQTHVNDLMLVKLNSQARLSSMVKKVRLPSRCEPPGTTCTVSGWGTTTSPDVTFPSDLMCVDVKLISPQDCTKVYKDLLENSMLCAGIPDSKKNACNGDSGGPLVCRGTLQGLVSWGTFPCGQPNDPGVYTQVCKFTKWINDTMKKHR
TCR CD3 inh – inhibitors of human TCR-CD3 interaction, primary screen, biochemical, fluorescence, TAMRA-labeled TCR probe; T-cell receptor (TCR); inhibition, % at 9.4 µM; 0.37% of 360,000 active; AID 651800, 2012; in the data active = inhibition above about 19%;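 note: recombinant mutant TCR 2C K166C tagged with TAMRA read by polarization; 0% = receptor in buffer alone and 100% = receptor with positive control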
TDP2 absorb – human TDP2 enzyme inhibitors, primary screen, biochemical, epi absorbance, recombinant enzyme. T5PNP hydrolysis, p-nitrophenol absorbance 415 nm. Tyrosyl-DNA phosphodiesterase 2 (Homo sapiens), O95551. inhibition, % at 12.8 µM. 0.34% of 370,000 active;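 active = inhibition above the mean of all tested compounds plus 3 SD, set per campaign, cut at about 25% in these data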;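 note: 0% = DMSO with enzyme and 100% = buffer with substrate but no TDP2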
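Evaluation: % inhibition relative to enzyme-containing and enzyme-free wells. Material: recombinant human TDP2. Benchmarks: enzyme-free and DMSO wells. Timing: enzyme reaction with compound for 2 h at 37 °C. Compound dosing: 12.8 µM only. Measured by: p-Nitrophenol epi absorbance. Reagent: T5PNP substrate at 5 mM, a TopII-DNA adduct mimic. Replication: single well per compound.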
PRMT1 inh – PRMT1 methyltransferase inhibitors, primary screen, biochemical, fluorescence polarization; inhibition, % at 2.79 µM; 1.3% of 370,000 active; recombinant PRMT1, activity-based probe fluorescence polarization; Protein arginine N-methyltransferase 1 (Homo sapiens), Q99873;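 active = inhibition above about 21% made by adding two undisclosed values, limit read from the data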
LEDGF integ inh – blockers of LEDGF/p75-dependent integrase strand transfer – biochemical, TR-FRET, high throughput, primary screen; HIV-1 integrase (with human LEDGF/p75); TR-FRET IN-LEDGF/p75 DNA integration, Eu/Cy5; inhibition, % at 3.7 µM; 0.64% of 370,000 active; AID 743269, 2014;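 active = inhibition above the screen-wide mean plus 3 SD, cut at about 13% in these data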;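 note: signal is the Cy5 over europium emission ratio at 671 and 618 nm; 0% = plate median of compound wells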
Tn6 DDE FP – inhibitors of Tn6 peptide binding to fibrin DD(E), primary screen, biochemical, fluorescence polarization, human fibrin, Tn6 probe. Fibrinogen beta chain (Homo sapiens), P02675. Fibrin DD(E) TRITC-Tn6 fluorescence polarization displacement. inhibition, % at 8.3 µM. 0.21% of 370,000 active;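 active = inhibition above a per-campaign cutoff: mean of compounds within control limits plus 3 SD, cut at about 15% in these data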;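 note: 0% = median of all compound wells on the plate and 100% = blocking peptide control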
UHRF1 MBD2 ctr – UHRF1 methylated DNA binding inhibitors, primary screen, counter-screen for MBD2 inhibitor project, biochemical, TR-FRET, human UHRF1, single concentration; E3 ubiquitin-protein ligase UHRF1 (Homo sapiens), Q96T88; UHRF1 binding to methylated oligo; inhibition, % at 4.4 µM; 0.75% of 370,000 active; AID 687016, 2013; in the data active = inhibition above about 21%;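 note: UHRF1 SRA domain binding a hemimethylated CpG hairpin DNA probe; 0% = median of test compound wells and 100% = reference inhibitor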
Target sequence (Q96T88 whole entry, looked up, the tested form may be a part): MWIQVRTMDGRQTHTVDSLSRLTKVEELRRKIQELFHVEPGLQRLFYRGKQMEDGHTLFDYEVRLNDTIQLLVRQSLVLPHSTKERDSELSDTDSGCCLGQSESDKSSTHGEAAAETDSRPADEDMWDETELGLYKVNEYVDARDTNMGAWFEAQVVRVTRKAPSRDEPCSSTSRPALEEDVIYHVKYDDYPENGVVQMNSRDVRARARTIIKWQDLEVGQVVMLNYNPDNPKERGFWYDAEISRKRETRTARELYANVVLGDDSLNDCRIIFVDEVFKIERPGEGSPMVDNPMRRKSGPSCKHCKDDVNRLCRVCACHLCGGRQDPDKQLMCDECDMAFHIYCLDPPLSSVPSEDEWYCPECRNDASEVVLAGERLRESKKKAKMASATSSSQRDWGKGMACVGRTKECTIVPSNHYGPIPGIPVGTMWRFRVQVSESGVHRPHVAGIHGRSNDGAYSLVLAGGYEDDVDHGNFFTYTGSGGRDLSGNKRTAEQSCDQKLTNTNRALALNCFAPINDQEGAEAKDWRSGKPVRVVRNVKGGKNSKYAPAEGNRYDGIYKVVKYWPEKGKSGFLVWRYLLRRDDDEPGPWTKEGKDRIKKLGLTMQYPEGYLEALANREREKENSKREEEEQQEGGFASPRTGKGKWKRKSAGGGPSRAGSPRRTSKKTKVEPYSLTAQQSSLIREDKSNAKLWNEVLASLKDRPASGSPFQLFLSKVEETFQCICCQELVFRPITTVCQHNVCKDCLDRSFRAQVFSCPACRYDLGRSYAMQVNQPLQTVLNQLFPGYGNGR
The depositor's hits bear a star; . = no result given.

Labels used below – A = MBD2 inh; B = SIAE primary; C = DDE Tn7 FP inh; D = KLK7 zymogen act; E = TCR CD3 inh; F = TDP2 absorb; G = PRMT1 inh; H = LEDGF integ inh; I = Tn6 DDE FP; J = UHRF1 MBD2 ctr
O=C(Nc1ccc(Br)cc1)c1cc(S(=O)(=O)Nc2ccccn2)ccc1Cl
  A: 2 | B: -3 | C: 4 | D: -0.9 | E: -5 | F: 7 | G: 0 | H: 0 | I: -8 | J: 0

COc1ccc(N(CC(=O)N2CCCCCC2)S(C)(=O)=O)cc1Cl
  A: 3 | B: -10 | C: -5 | D: 0.3 | E: -5 | F: 10 | G: 2 | H: -4 | I: 2 | J: -1

CCOc1ccc(/C=C2\CCC(C3CCCC3)C2=O)cc1 (configuration not stated)
  A: 3 | B: -7 | C: 1 | D: 0.2 | E: -9 | F: -15 | G: 9 | H: -2 | I: -4 | J: 7

COc1ccc(-n2c(Cc3ccccc3)nnc2SCc2ccc([N+](=O)[O-])cc2)cc1
  A: 2 | B: 2 | C: -3 | D: 0.2 | E: -10 | F: -1 | G: 2 | H: 1 | I: -11 | J: 5

CC(C)(C)C(=O)NC1(C(F)(F)F)NC(=O)N(Cc2ccccc2)C1=O (configuration not stated)
  A: -1 | B: -2 | C: -6 | D: -0.3 | E: -6 | F: -4 | G: -1 | H: 9 | I: -7 | J: -3

COc1ccc(Cn2cnc3c([N+](=O)[O-])c(C)c(C)cc32)cc1
  A: -1 | B: -7 | C: 1 | D: -0.3 | E: -7 | F: 0 | G: -1 | H: 1 | I: -2 | J: -1

C=CCNC(=S)NCc1ccccc1
  A: 0 | B: 7 | C: 4 | D: 0.2 | E: 2 | F: 14 | G: -6 | H: 1 | I: 8 | J: 0

O=C(CSc1nnc2c(Cl)cc(C(F)(F)F)cn12)N(Cc1ccccc1)Cc1ccccc1
  A: 3 | B: 4 | C: -9 | D: -0.4 | E: 7 | F: -3 | G: 0 | H: 2 | I: -2 | J: 1

O=C(/C=C/c1ccc(F)cc1)NC(=S)N1CCN(Cc2ccccc2)CC1
  A: -6 | B: -1 | C: -6 | D: 0.5 | E: 0 | F: 7 | G: 2 | H: -1 | I: 9 | J: -2

Cc1ncsc1CCSc1nc2ccccc2c(=O)n1C
  A: 1 | B: -8 | C: -6 | D: 0.5 | E: 4 | F: -2 | G: 1 | H: 1 | I: 1 | J: -7

Cn1c(NCc2ccco2)nc2ccccc21
  A: -5 | B: -1 | C: 0 | D: 0.9 | E: 1 | F: 5 | G: -2 | H: 2 | I: -6 | J: -2

Cc1ccc(CN2CC(N3CCN(CCO)CC3)CS2(=O)=O)cc1 (configuration not stated)
  A: 2 | B: -3 | C: 4 | D: -0.1 | E: 8 | F: 4 | G: -2 | H: 2 | I: -2 | J: -1

Cc1cccc(-n2c(=O)c3c(C)c(C)sc3n(CC(N)=O)c2=O)c1
  A: -2 | B: -9 | C: 4 | D: -0.1 | E: 4 | F: 1 | G: -2 | H: -3 | I: 6 | J: 0

O=C(NCc1nnc(SCC(=O)N2CCC(Cc3ccccc3)CC2)o1)c1ccccc1F
  A: 8 | B: 0 | C: -1 | D: 0.0 | E: -10 | F: 2 | G: 6 | H: -2 | I: -4 | J: 0

CC(C)[C@H](NC(=O)C1CCCC1)C(=O)N1CCC[C@H]1C(=O)NCc1ccccc1
  A: -7 | B: -3 | C: -11 | D: 0.2 | E: 1 | F: 3 | G: -4 | H: 3 | I: -6 | J: 0

O=S1(=O)CC(N2CCCCC2)CN1Cc1ccc(F)cc1 (configuration not stated)
  A: -3 | B: 5 | C: -4 | D: -0.2 | E: -3 | F: -10 | G: -3 | H: 7 | I: 7 | J: 0

O=c1c(-c2cccs2)nc2ccccc2n1C(CCc1ccccc1)c1nc2ccccc2[nH]1 (configuration not stated)
  A: -7 | B: -52 | C: -4 | D: -131 | E: 4 | F: -1 | G: 0 | H: 1 | I: -5 | J: -3

CCOc1ccc(NC(=S)N2CCCCCC2)cc1
  A: 0 | B: 8 | C: 3 | D: -0.5 | E: -3 | F: -5 | G: 5 | H: -5 | I: 4 | J: 2

COc1ccc(-n2ccnc2SCC(=O)NCc2ccc(F)cc2)c(OC)c1
  A: -2 | B: -2 | C: 0 | D: -0.5 | E: 1 | F: -2 | G: 4 | H: -1 | I: 4 | J: -1

Cc1cc(NS(=O)(=O)C2CCN(C(=O)Cc3ccc(Cl)c(Cl)c3)CC2)no1
  A: -2 | B: -2 | C: -10 | D: 0.4 | E: . | F: 4 | G: 2 | H: 5 | I: 0 | J: 0

CCCc1cc(=O)oc2cc(C)cc(OC(C)C(=O)NCC(O)c3ccccc3)c12 (configuration not stated)
  A: -2 | B: -3 | C: -7 | D: -2.7 | E: -1 | F: -6 | G: 5 | H: -8 | I: -5 | J: 2

O=c1[nH]c2c(s1)C(c1ccccc1)C1C3CCC(C3)C1S2 (configuration not stated)
  A: -2 | B: 3 | C: 4 | D: 0.6 | E: 8 | F: 5 | G: 2 | H: 1 | I: -3 | J: 1

O=C(CCNC(=O)c1ccc(Br)cc1)NCc1ccccc1F
  A: 4 | B: 9 | C: 10 | D: -0.3 | E: -2 | F: -15 | G: -4 | H: 2 | I: 4 | J: -3

CCCN1C(=O)/C(=C2\SC(N3CCCCC3)=NC2=O)c2ccccc21
  A: 1 | B: -5 | C: -2 | D: -0.2 | E: -2 | F: -2 | G: -1 | H: 1 | I: -8 | J: -3

CC(C)(C)NC(=O)CN(C(=O)CCC(=O)Nc1nccs1)c1ccc2c(c1)OCCO2
  A: 1 | B: 2 | C: -4 | D: -0.5 | E: -4 | F: 7 | G: -2 | H: 1 | I: 2 | J: 0

C#CCOCCOCCOCCNc1nc(N2CCN(C(=O)Cn3cc(CC(C)O)nn3)CC2)nc(N2CCN(C(=O)[C@H](CCCCN)n3cc(CCC(=O)O)nn3)CC2)n1 (some centres not stated)
  A: 8 | B: -5 | C: -4 | D: -0.3 | E: 4 | F: -3 | G: -2 | H: 3 | I: 5 | J: 16

CC(=O)c1cccc(NC(=O)CCNS(=O)(=O)c2cccc3nsnc23)c1
  A: -3 | B: -1 | C: -6 | D: 0.6 | E: 5 | F: -2 | G: 0 | H: 0 | I: 6 | J: -2

Oc1ccccc1N=Cc1c(O)ccc2oc3c(c12)CCCC3
  A: -17 | B: 7 | C: -7 | D: -0.6 | E: 9 | F: -2 | G: 15 | H: 6 | I: 2 | J: -16

COc1ccc(C(NC(=O)CNC(C)=O)C(=O)Nc2ccc3c(c2)OCCO3)cc1 (configuration not stated)
  A: -3 | B: -2 | C: 5 | D: -0.4 | E: 0 | F: 1 | G: 0 | H: -5 | I: 1 | J: 1

CCS(=O)(=O)c1ccc(C(=O)NC)c(Cl)c1Cl
  A: 1 | B: -4 | C: -7 | D: 0.2 | E: -5 | F: -2 | G: 2 | H: -3 | I: -5 | J: 0

Cc1ccc(S(=O)(=O)N2CCC(=O)N(C(COCc3ccc(Cl)cc3)C(C)C)CC2)cc1 (configuration not stated)
  A: -1 | B: -3 | C: -8 | D: 0.7 | E: 4 | F: 0 | G: -2 | H: -2 | I: -3 | J: -2

O=C1CC(N2CCC(c3nc4ccccc4o3)CC2)C(=O)N1c1cc(Cl)cc(Cl)c1 (configuration not stated)
  A: 0 | B: -2 | C: 1 | D: 0.8 | E: 4 | F: -4 | G: 8 | H: 2 | I: 0 | J: 0

CCOC(=O)CN1C(=N)N(c2nc(NC(C)C)nc(NC(C)C)n2)CC1=O
  A: -2 | B: -7 | C: 0 | D: 0.7 | E: 6 | F: -6 | G: 6 | H: -3 | I: 4 | J: 1

CN(CC(=O)Nc1cccc(F)c1)C(=O)c1ccc(NC2CC2)c([N+](=O)[O-])c1
  A: -8 | B: -11 | C: -5 | D: 0.3 | E: 0 | F: -29 | G: -4 | H: 1 | I: 2 | J: -5

Cc1ccc(C(=O)N2CCC3(CC2)Oc2ccc(Cl)cc2C(=O)C32CC(c3ccccc3)=NO2)s1 (configuration not stated)
  A: 2 | B: -3 | C: 8 | D: 0.1 | E: -6 | F: 11 | G: -1 | H: 0 | I: -1 | J: 4

Cc1cccc(N2CCN(c3cc(C)nc4nnnn34)CC2C)c1 (configuration not stated)
  A: -5 | B: 3 | C: -6 | D: 0.5 | E: 8 | F: 4 | G: 1 | H: -2 | I: 9 | J: -3

COc1ccc(N2C(=O)CC(NCC#N)C2=O)cc1 (configuration not stated)
  A: -1 | B: 8 | C: -3 | D: 0.1 | E: 3 | F: -4 | G: 12 | H: -3 | I: 7 | J: 2

COC(=O)Oc1ccc(/C=N/NS(=O)(=O)c2ccccc2)cc1OC
  A: -4 | B: 11 | C: 1 | D: 0.0 | E: -6 | F: -7 | G: -1 | H: 4 | I: 1 | J: 2

C=C(C)C1CC=C(C)/C(=N/NC(=S)Nc2ccccc2)C1 (configuration not stated)
  A: 4 | B: 12 | C: 1 | D: -0.1 | E: -5 | F: 4 | G: 1 | H: 0 | I: 6 | J: -2

CCC(C)c1ccc(NC(=S)N2CCCC2)cc1 (configuration not stated)
  A: 0 | B: 3 | C: 4 | D: 0.2 | E: 2 | F: -1 | G: 2 | H: 2 | I: -3 | J: 1

Cc1csc(SC(C)C(=O)NCC(=O)Nc2ccc(F)c(F)c2F)n1 (configuration not stated)
  A: -2 | B: -5 | C: 2 | D: -0.5 | E: -2 | F: 2 | G: 2 | H: -6 | I: -7 | J: 3

Of the compounds above, these contain an NH in an aromatic ring.
Labels used below – A = MBD2 inh; B = SIAE primary; C = DDE Tn7 FP inh; D = KLK7 zymogen act; E = TCR CD3 inh; F = TDP2 absorb; G = PRMT1 inh; H = LEDGF integ inh; I = Tn6 DDE FP; J = UHRF1 MBD2 ctr
O=c1c(-c2cccs2)nc2ccccc2n1C(CCc1ccccc1)c1nc2ccccc2[nH]1 (configuration not stated)
  A: -7 | B: -52 | C: -4 | D: -131 | E: 4 | F: -1 | G: 0 | H: 1 | I: -5 | J: -3

O=c1[nH]c2c(s1)C(c1ccccc1)C1C3CCC(C3)C1S2 (configuration not stated)
  A: -2 | B: 3 | C: 4 | D: 0.6 | E: 8 | F: 5 | G: 2 | H: 1 | I: -3 | J: 1
